From PubChem
GC-B act: GC-B (human) receptor activation; P20594; HEK293-GC-B cells, CNP EC30, cGMP TR-FRET; 0% at EC30 CNP, 100% saturating CNP; activation, % at 10 µM; actives 0.11% (n = 370,000); AID 1920062;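 active = activation at 10 µM reaching about 35% in either raw or pattern-adjusted values, limit read from the data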
hcDAF12 agonist: activates DAF-12 receptor from parasite H. contortus; activation, % at 6.8 µM; actives 1.4% (n = 370,000); HEK293 hcDAF-12 lit1-tk-luc reporter, luminescence; 0% DMSO, 100% Δ7-dafachronic acid;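 active = activation above the mean of all tested compounds plus 3 SD, cut at about 5.5% in these data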;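 note: 100% = response to 3 µM Δ7-dafachronic acid high control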
SMARCA2 act: activators of SMARCA2 function; MG213 cells, MMTV-luciferase reporter, dexamethasone, overnight; activation, % at 9.1 µM; actives 1% (n = 370,000); AID 652017; in the data active = activation above about 7.8%;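 note: 0% = vehicle wells and 100% = reference activator wells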
ADAM10 inh: inhibitors of human ADAM10. O14672. recombinant ADAM10, EDANS/DABCYL FRET peptide cleavage, 3 h. inhibition, % at 7 µM. actives 0.62% (n = 370,000);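 active = inhibition above a per-campaign cutoff equal to the mean of compounds falling between control-based bounds plus 3 SD, cut at about 20% in these data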;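 note: 0% = DMSO wells while the 100% control is not disclosed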
Target sequence (O14672 214-748 limits assumed): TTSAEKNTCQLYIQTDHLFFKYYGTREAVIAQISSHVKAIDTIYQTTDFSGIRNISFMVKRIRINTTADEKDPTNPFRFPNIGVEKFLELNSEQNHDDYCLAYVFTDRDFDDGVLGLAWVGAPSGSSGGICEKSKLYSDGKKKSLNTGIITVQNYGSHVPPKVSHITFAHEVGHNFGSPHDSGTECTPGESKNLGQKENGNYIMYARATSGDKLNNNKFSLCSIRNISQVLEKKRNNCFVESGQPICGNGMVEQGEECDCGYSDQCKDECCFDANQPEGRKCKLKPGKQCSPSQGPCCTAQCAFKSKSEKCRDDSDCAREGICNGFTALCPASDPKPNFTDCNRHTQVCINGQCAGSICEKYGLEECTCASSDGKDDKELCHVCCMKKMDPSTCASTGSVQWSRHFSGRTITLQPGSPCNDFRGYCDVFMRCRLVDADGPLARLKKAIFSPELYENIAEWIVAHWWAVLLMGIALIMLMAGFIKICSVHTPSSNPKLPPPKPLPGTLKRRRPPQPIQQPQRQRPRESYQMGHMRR
GAA850 FXN act: frataxin GAA850 promoter activation | AID 540364 | activation, % at 6 µM | actives 0.56% (n = 360,000) | HEK293 lucGAA850 FXN promoter luciferase reporter, 24 h; percent of 10 µM SAHA response;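 active = activation above the average of all compounds screened plus 3 SD, cutoff fixed separately per campaign, cut at about 7.5% in these data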;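 note: 0% = DMSO wells and 100% = 10 µM SAHA wells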
HGIII-sPLA2 inh: Blocks human group III sPLA2 activity | Q9NZ20 | QFRET BODIPY PC-A2 liposome hydrolysis, fluorescence | inhibition, % at 12.2 µM | actives 0.56% (n = 370,000) | AID 743126;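 active = inhibition above mean plus 3 SD of compounds lying within the high and low control bounds, cut at about 19% in these data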;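 note: 0% = median of test compound wells and 100% = no enzyme DMSO wells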
Target sequence (Q9NZ20 whole entry, looked up): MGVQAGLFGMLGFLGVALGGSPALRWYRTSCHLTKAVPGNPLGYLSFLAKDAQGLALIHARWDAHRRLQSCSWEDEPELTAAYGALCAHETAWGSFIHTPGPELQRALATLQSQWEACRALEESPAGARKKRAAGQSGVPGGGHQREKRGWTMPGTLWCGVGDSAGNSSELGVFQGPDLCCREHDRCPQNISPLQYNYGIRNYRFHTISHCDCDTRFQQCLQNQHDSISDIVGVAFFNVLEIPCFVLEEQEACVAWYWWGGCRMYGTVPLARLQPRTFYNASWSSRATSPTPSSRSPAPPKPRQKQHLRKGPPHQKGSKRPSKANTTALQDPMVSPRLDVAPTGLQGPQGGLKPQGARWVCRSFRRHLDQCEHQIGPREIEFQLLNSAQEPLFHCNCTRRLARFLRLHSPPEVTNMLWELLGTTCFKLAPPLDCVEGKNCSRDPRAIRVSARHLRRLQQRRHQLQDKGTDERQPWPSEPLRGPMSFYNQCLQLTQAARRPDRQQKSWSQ
DAX1 inh-1: blocks DAX1 repression of SF-1 activated StAR promoter; HEK293T StAR-luciferase reporter, SF-1/DAX-1 repression relief; inhibition, % at 6.8 µM; actives 1.1% (n = 370,000); AID 652010;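 active = inhibition above the mean over all tested compounds plus 3 SD, cut at about 3.6% in these data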;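 note: 0% = DAX-1 cells with DMSO and 100% = cells lacking DAX-1 with DMSO; higher inhibition means more luminescence from relief of DAX-1 repression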
GC-A act: GC-A (human) enzyme activation; actives 0.14% (n = 370,000); HEK293 GC-A cells, cGMP TR-FRET, EC30 ANP; 0% at EC30 ANP, 100% saturating ANP; P16066; AID 1671463; activation, % at 10 µM; in the data active = activation above about 40%
hgDAF12 agonist: agonists of H. glycines DAF-12 nuclear receptor; HEK293 GAL4-hgDAF12 UAS-luciferase reporter, agonist luminescence; normalized to butyrate control; activation, % at 6.8 µM; actives 1.8% (n = 370,000);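 active = activation above a cutoff set at the mean of all screened compounds plus 3 SD, cut at about 10% in these data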;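 note: 0% = DMSO wells and 100% = sodium butyrate wells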
ssDAF12 agonist: activates DAF-12 receptor from parasite S. stercoralis. activation, % at 6.8 µM. HEK293 ssDAF-12/GRIP1 lit1-tk-luc reporter, luminescence; % of 3 µM dafachronic acid response. actives 1% (n = 370,000);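 active = activation above the mean over all tested compounds plus 3 SD, cut at about 0.9% in these data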;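 note: 0% = DMSO-only wells and 100% = 3 µM delta7-dafachronic acid wells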
DAX1 inh-2: inhibits human nuclear receptor DAX1; inhibition, % at 6.75 µM; AID 504766; HEK293 Gal4-DAX1 luciferase reporter, luminescence; actives 0.99% (n = 340,000);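 active = inhibition above the mean over all tested compounds plus 3 SD, cut at about 4.2% in these data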;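 note: 0% = DAX1-transfected cells with DMSO and 100% = empty-vector control cells with DMSO; inhibition shows as a rise in luminescence from relieved DAX1 repression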
* marks the source's active call; other numbers are inactive results; i = inactive; nt = no result given.

entry	structure	GC-B act	hcDAF12 agonist	SMARCA2 act	ADAM10 inh	GAA850 FXN act	HGIII-sPLA2 inh	DAX1 inh-1	GC-A act	hgDAF12 agonist	ssDAF12 agonist	DAX1 inh-2
1	CS(=O)(=O)N(CCc1ccccc1)CC(=O)N1CCN(c2ccccc2F)CC1	-1	-0.4	-3	4	0.7	6	-0.7	0	-1.4	-1.3	0.8
2	COc1cc(NC(=S)NC(=O)c2ccc(F)cc2)ccc1NC(=O)c1ccco1	-8	-0.1	-2	2	-0.9	4	0.3	4	0.5	-0.9	1.0
3	COc1ccc(C)cc1NC(=O)c1sc2ncn(CC(=O)N3CCCCC3)c(=O)c2c1C	-3	-0.6	-2	1	-1.3	4	0.1	-3	1.7	-1.1	0.9
4	O=C(Nc1cccnc1)c1ccccc1Cl	4	-1.6	0	2	0.4	4	-0.1	-1	-0.2	-0.3	0.7
5	CC12CCC(C(=O)Nc3cccc(Cl)c3Cl)([C@H](Br)C1=O)C2(C)C (stereo not given in full)	-3	0.1	-5	-5	1.4	9	0.0	5	1.9	-0.6	-1.5
6	Cc1ccc(N=C2NC(=O)/C(=C/C=C/c3ccco3)S2)cc1	-1	7.9*	6	-9	2.2	0	0.3	-10	1.7	-0.1	0.8
7	O=C(NCCC1=CCCCC1)C1CCN(Cc2cnn(-c3ccccc3)c2-n2cccc2)CC1	-12	-1.7	-1	-1	0.8	-14	0.1	-4	0.2	-1.4	-0.8
8	Nc1nncn1C(=O)c1ccc(Cl)cc1Cl	0	-0.5	0	4	0.0	-3	0.0	6	-1.7	-1.4	-0.5
9	CN(C)c1ccc(NC(=O)CSc2nc3ccccc3c(=O)n2C2CCCCC2)cc1	0	-2.3	-1	12	-2.6	14	-1.2	2	0.0	-1.2	-0.8
10	CCc1nnc(NC(=O)CCS(=O)(=O)c2ccc(C)cc2)s1	-2	1.1	-1	0	1.9	1	2.0	-1	2.3	-0.9	-1.1
11	O=C(N/N=C/c1c(O)ccc2ccccc12)c1ccc(CO)nc1	-6	-3.9	-3	-14	-5.6	25*	-1.8	-6	-12	-1.2	-1.3
12	COc1cc(C(=O)NC2CCN(CC(=O)NC3CCCCC3C)CC2)cc(OC)c1OC (stereo not given)	1	-1.8	-2	-5	-0.4	0	-0.4	2	-1.7	-0.7	0.1
13	CCN(CC)S(=O)(=O)c1cc(C(=O)OCC(=O)Nc2c(F)cccc2F)ccc1F	5	-3.6	-1	3	1.9	-4	0.3	2	5.4	-0.1	3.6
14	CN1CCc2c(sc(N)c2C(=O)O)C1	0	-1.5	0	-15	1.7	7	0.2	0	-0.6	-0.9	0.3
15	O=C1c2ccccc2C(=O)c2c1cccc2N1CCCC1	-9	3.6	-2	5	4.7	-10	-0.8	1	-1.9	-0.2	-0.5
16	COc1cccc(-c2nnc(SCC(=O)N3CCCc4ccccc43)o2)c1	-1	0.4	0	4	1.4	-6	0.1	-3	0.1	-0.8	-0.3
17	O=C(CN1CCc2ccccc2C1)Nc1cccc(S(=O)(=O)N2CCCC2)c1	-1	-0.4	-4	-14	-1.8	-11	-1.2	0	2.5	-1.5	-0.3
18	Cc1ccc(CC(=O)NC(C)CCc2ccccc2)cc1 (stereo not given)	-1	-1.3	0	-2	-0.1	-5	-0.2	-2	0.2	-1.0	0.6
19	Cc1ccc(S(=O)(=O)Oc2ccc(/C=N/NC(=O)c3cccnc3)cc2)cc1	-6	0.4	-1	1	3.8	-12	-1.2	-2	1.1	-1.1	-2.3
20	CCN(CC)c1nc(Nc2ccccc2)nc(Oc2ccc(C(=O)OC)cc2)n1	-1	-1.3	0	-4	-0.9	-1	-0.2	5	0.8	-1.5	-0.2
21	C[C@H]1CN([C@@H](C)CO)C(=O)CCCn2cc(nn2)CO[C@@H]1CN(C)C(=O)c1cc(-c2ccccc2)on1	-2	-0.2	-4	-8	-0.1	8	1.6	3	4.4	-1.1	2.2
22	O=C(CSc1ccc2ccccc2n1)NCc1ccc2c(c1)OCO2	3	-0.6	-2	-2	0.8	3	0.1	2	-2.6	-1.3	-0.3
23	COc1ccc(NC(=O)C(c2ccccc2)N(C)C(=O)CNC(C)=O)cc1 (stereo not given)	-3	0.0	-1	-4	2.2	3	0.4	-3	-0.3	-0.6	0.4
24	CCCCNC(=O)C1c2cc(OC)c(OC)cc2C(=O)N(C)C1c1cccs1 (stereo not given)	-13	0.0	-1	-5	1.1	-1	0.8	-18	0.2	-1.9	1.2
25	CC(=O)c1ccc(NC(=O)/C(=C\c2ccccc2)NC(=O)/C=C/c2ccccc2)cc1	1	-1.9	-2	14	-3.2	-7	-0.7	4	-1.5	-0.9	0.1

5 entries from above, with one line to a screen.
20. CCN(CC)c1nc(Nc2ccccc2)nc(Oc2ccc(C(=O)OC)cc2)n1
3. COc1ccc(C)cc1NC(=O)c1sc2ncn(CC(=O)N3CCCCC3)c(=O)c2c1C
10. CCc1nnc(NC(=O)CCS(=O)(=O)c2ccc(C)cc2)s1
18. Cc1ccc(CC(=O)NC(C)CCc2ccccc2)cc1 (stereo not given)
8. Nc1nncn1C(=O)c1ccc(Cl)cc1Cl
assay / entry	20	3	10	18	8
GC-B act	-1	-3	-2	-1	0
hcDAF12 agonist	-1.3	-0.6	1.1	-1.3	-0.5
SMARCA2 act	0	-2	-1	0	0
ADAM10 inh	-4	1	0	-2	4
GAA850 FXN act	-0.9	-1.3	1.9	-0.1	0.0
HGIII-sPLA2 inh	-1	4	1	-5	-3
DAX1 inh-1	-0.2	0.1	2.0	-0.2	0.0
GC-A act	5	-3	-1	-2	6
hgDAF12 agonist	0.8	1.7	2.3	0.2	-1.7
ssDAF12 agonist	-1.5	-1.1	-0.9	-1.0	-1.4
DAX1 inh-2	-0.2	0.9	-1.1	0.6	-0.5

Next section:
entry	structure	GC-B act	hcDAF12 agonist	SMARCA2 act	ADAM10 inh	GAA850 FXN act	HGIII-sPLA2 inh	DAX1 inh-1	GC-A act	hgDAF12 agonist	ssDAF12 agonist	DAX1 inh-2
26	COc1cc(S(=O)(=O)Nc2ncn[nH]2)ccc1Cl	4	0.4	-2	1	0.3	6	-0.4	-3	-0.6	-0.8	0.4
27	Cn1c(-c2ccccc2)cnc1SCC(=O)NCc1ccco1	0	-1.9	-1	5	1.2	-3	-0.1	-4	2.4	-1.5	1.6
28	O=C(c1cccs1)N1CCN(C23CC4CC(CC(C4)C2)C3)CC1	-5	0.2	-3	-10	0.9	6	2.4	-2	-1.5	-0.3	0.5
29	CC1(C)CC(NC(=O)c2cc(S(=O)(=O)N3CCOCC3)c(Cl)cc2Cl)CC(C)(C)N1	2	-0.5	-3	-10	1.8	9	0.8	-2	-0.5	-0.6	-1.0
30	COCCn1c(SCC(=O)c2c(N)n(C3CC3)c(=O)[nH]c2=O)nnc1-c1cccc(C)c1	-2	-0.1	5	-1	2.0	0	-1.0	3	-4.1	-1.2	-0.1
31	CCOC(=O)N1CCN(C(=O)c2c[nH]c3ccc(S(=O)(=O)N(C)c4ccc(OCC)cc4)cc3c2=O)CC1	-4	-0.8	0	-20	-0.4	-13	-1.1	3	-0.8	-0.8	0.1
32	c1ccc(-c2csc(N3CCCCCC3)n2)cc1	-4	0.3	5	5	-0.2	6	1.2	-6	2.0	-0.4	-0.4
33	O=C(O)CNC(=S)N(Cc1ccccc1Cl)C1CCCC1	-4	2.1	-2	-6	0.2	6	0.2	-5	-0.8	-0.2	-0.6
34	O=C(CSc1ccc(F)cc1)NC(=O)NCc1ccccc1	-4	0.7	-3	7	0.8	-3	0.5	2	2.2	-0.4	-0.3
35	C/C(=C/C=N/Nc1nc(N2CCCCC2)nc(N2CCCCC2)n1)c1ccccc1	1	0.6	-1	6	-1.2	3	0.7	-2	-0.6	-1.3	0.0
36	CC1(C(=O)NS(=O)(=O)c2cccs2)CCN1C(=O)C1CC1 (stereo not given)	7	-1.3	-2	-9	0.4	4	-0.6	6	0.3	-1.1	nt
37	Cc1cc2c3c([nH]c2cc1S(=O)(=O)N1CCC2(CC1)OCCO2)CC(C)(C)CC3=O	-9	-2.0	0	3	2.6	-4	-3.0	-2	-3.3	-1.8	-1.0
38	O=C(O)CNC(=O)c1ccc(OC(F)F)cc1	-2	-0.9	1	-2	1.3	1	0.8	2	-0.1	-1.5	0.6
39	CCCOc1ccc(C(=O)NNC(=S)NC(=O)c2cc(-c3ccc(Cl)cc3)nc3ccccc23)cc1	3	-0.9	-3	3	1.0	2	0.0	-5	-1.0	-0.8	0.2
40	CCOC(=O)C1(Cc2ccccc2)CCN(Cc2csc(C(C)=O)c2)CC1	0	-0.6	-4	8	-1.8	-12	0.2	-1	-0.1	-0.2	-0.2
41	CCCC(=O)NNc1cc(=O)c2c(=O)n(C)c(=O)n(C)c2[nH]1	4	-0.5	0	2	0.8	0	-0.6	7	0.8	-1.6	1.5
42	O=C(CSc1nc(C(F)(F)F)cc(=O)[nH]1)Nc1ccc2c(c1)OCCO2	7	-1.3	-1	-7	-2.2	-5	0.7	3	-1.1	-1.3	-1.1
43	CCCn1c(SCC(=O)Nc2ccccc2N2CCCCC2)nc2c1c(=O)n(C)c(=O)n2C	-7	3.0	-3	0	1.8	0	0.0	-2	-0.6	-0.7	-1.0
44	CCc1noc(C)c1C(=O)Nc1cc(Cl)ccc1N1CCOCC1	-7	1.1	-1	-3	0.1	10	0.9	-3	1.3	-1.1	-0.3
45	CCOc1ccc(N(CC(=O)NCc2ccccc2)C(=O)Cn2nnc(-c3ccc(C)o3)n2)cc1	-1	-1.7	-4	10	1.1	-15	-0.4	0	1.9	-0.8	0.8
46	CCN(CC(=O)NCc1ccc(Cl)cc1)C(=O)/C=C/c1cc(OC)c(OC)c(OC)c1	-4	-1.1	6	-96	-0.8	-5	0.0	1	-1.6	-1.4	-1.6
47	Cc1ccccc1NC(=O)Cn1nc(-c2ccccc2)nc1-c1ccccc1	1	-1.9	-1	-6	0.1	6	-0.3	3	-0.5	-1.7	0.6
48	Cc1ccc(N(CN2C(=O)C3C4CCC(C4)C3C2=O)C(=O)c2ccco2)cc1 (stereo not given)	-4	-2.4	6	-1	0.4	-6	-0.1	0	0.1	-2.0	-0.3
49	Cc1ccc2nc(NC(=O)C3CCCN(S(=O)(=O)c4cnc[nH]4)C3)sc2c1 (stereo not given)	-7	3.4	3	7	1.8	-35	3.0	19	8.4	-0.9	6.3*
50	Nc1c(S(=O)(=O)c2cccs2)c2nc3ccccc3nc2n1Cc1ccccc1	-13	4.4	0	i	1.1	-18	-0.4	-10	0.3	-0.5	-0.9
51	COc1ccc(-n2c(SCC(=O)N3CCCC(C)C3)nnc2-c2cccnc2)cc1 (stereo not given)	-4	-1.6	0	1	2.3	-1	0.4	4	-0.8	-0.7	-1.9
52	CN1C(=O)/C(=C/c2cccc(Cl)c2)Sc2ccc(C(=O)N3CCCC3)cc21	1	-3.7	-3	1	nt	-16	-4.3	8	-3.5	-2.3	nt
53	Cc1cc(NC(=O)CN2CCN(c3ccccn3)CC2)ccc1Br	0	0.7	0	-3	0.8	-8	-0.2	1	1.8	-0.8	-1.1
